ERAP1 HTS inh: human ERAP1 aminopeptidase inhibitors, primary screen, biochemical, single point, plate reader | Endoplasmic reticulum aminopeptidase 1 (Homo sapiens), Q9NZ08 | recombinant ERAP1, Leu-AMC fluorescence, 60 min | inhibition, % at 10.7 µM | 340,000 compounds, 0.15% hits;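 active = mean replicate inhibition of at least 30%, or all replicates individually reaching that 30% level; inactive = mean below 30% and not every replicate reaching it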;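 note: 0% = neutral control wells and 100% = L-leucinethiol positive control wells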
Target sequence (Q9NZ08 whole entry, looked up): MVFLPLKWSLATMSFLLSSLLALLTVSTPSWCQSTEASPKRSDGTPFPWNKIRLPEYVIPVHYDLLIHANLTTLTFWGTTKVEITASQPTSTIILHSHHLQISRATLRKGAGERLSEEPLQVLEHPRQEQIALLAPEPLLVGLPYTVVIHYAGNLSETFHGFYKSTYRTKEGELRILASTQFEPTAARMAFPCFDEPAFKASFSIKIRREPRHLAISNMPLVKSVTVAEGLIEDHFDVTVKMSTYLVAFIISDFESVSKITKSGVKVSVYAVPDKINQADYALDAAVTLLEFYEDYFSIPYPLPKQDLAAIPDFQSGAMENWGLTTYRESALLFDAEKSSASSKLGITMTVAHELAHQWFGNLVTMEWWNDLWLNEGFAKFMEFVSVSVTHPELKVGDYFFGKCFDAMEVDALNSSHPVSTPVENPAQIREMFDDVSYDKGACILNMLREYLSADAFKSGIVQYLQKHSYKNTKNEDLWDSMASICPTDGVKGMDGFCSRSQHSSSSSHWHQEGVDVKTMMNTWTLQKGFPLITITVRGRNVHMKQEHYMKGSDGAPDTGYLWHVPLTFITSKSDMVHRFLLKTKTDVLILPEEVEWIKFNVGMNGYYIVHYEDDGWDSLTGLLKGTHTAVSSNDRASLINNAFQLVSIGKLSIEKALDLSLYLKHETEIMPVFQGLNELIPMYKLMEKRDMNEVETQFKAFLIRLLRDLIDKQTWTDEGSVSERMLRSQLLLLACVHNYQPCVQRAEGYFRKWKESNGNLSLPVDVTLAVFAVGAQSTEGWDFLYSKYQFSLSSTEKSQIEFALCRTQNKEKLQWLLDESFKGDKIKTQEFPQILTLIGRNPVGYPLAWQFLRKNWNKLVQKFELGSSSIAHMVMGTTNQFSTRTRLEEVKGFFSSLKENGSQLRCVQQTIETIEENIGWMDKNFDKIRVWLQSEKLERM
CASP6 VEID inh: human caspase-6 inhibitors, primary screen, biochemical, VEID-R110 fluorescence, single point, set 2 | P55212 | purified caspase-6, Z-VEID-R110 cleavage fluorescence | inhibition, % at 12.5 µM | 350,000 compounds, 0.53% hits;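 active = mean inhibition across replicates at least about 35%, with every replicate also reaching that limit, limit read from the data; inconclusive = only one of the two criteria met; inactive = neither criterion met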;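 note: 0% = median of neutral control wells and 100% = no fluorescence left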
miR-122 sensor: miR-122 Renilla sensor signal increase in Huh7, primary screen, miR-122 inhibitor project, cell-based, single point, plate reader; Huh7 miR-122 Renilla luciferase sensor, 48 h; neutral wells = 0, positive control = 100; activation (reporter increase), % at 12.5 µM; 340,000 compounds, 0.3% hits; AID 602342, 2012;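 active = mean replicate activation score at least 90 and every replicate individually at or above 90; inconclusive = only one of the two criteria met; inactive = neither criterion met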;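 note: higher luciferase means less miR-122 activity so hits act as miR-122 inhibitors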
SIRT5 inh: SIRT5 desuccinylase inhibitors, primary screen, biochemical, fluorescence imaging, single point, set 5 | NAD-dependent protein deacylase sirtuin-5, mitochondrial (Homo sapiens), Q9NXA8 | Purified SirT5, succinyl-peptide AMC, trypsin-coupled fluorescence | inhibition, % at 15 µM | 330,000 compounds, 1.1% hits; in the data active = inhibition above about 15%; inconclusive = no clear call, values can overlap the other calls
F508del corr: F508del CFTR correction, initial screen, CFBE line, single point; CFBE cells, YFP halide quenching; stimulated with forskolin plus potentiator P3; % fluorescence drop versus neutral controls; activity (quench increase), % at 7.58 µM; 350,000 compounds, 0.36% hits;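 active = mean added fluorescence quench of at least 8% versus neutral control, with both replicates also reaching 8%; inconclusive = only one of the mean or replicate conditions met; inactive = mean below 8% and not both replicates reaching 8%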;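 note: cells transiently co-express mutant CFTR-F508del with the halide-sensitive YFP; corrector assay measuring rescue of mutant channel to the surface after 24 h compound exposure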
ERp5 block: inhibitors of ERp5-driven insulin aggregation, primary screen, biochemical, turbidity, absorbance 650 nm, single point. Protein disulfide-isomerase A6 (Homo sapiens), Q15084. 90 min. inhibition, % at 9.99 µM. 350,000 compounds, 0.05% hits;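 active = mean replicate inhibition above about 25%, with every replicate also reaching it, limit read from the data, passing the limit was not always enough; inconclusive = only one of those two criteria met; inactive = neither criterion met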
DENV2 CPE: inhibitors of DENV2 cytopathic effect, primary screen, cell-based, plate reader, single concentration. 350,000 compounds, 1.7% hits. CPE inhibition, % at 9.99 µM. DENV2-infected cells, cytopathic effect rescue; in the data active = CPE inhibition above about 20%, passing the limit was not always enough; inconclusive = no clear call, values can overlap the other calls; tested in BHK-21 cells;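 note: 0% = median of neutral control wells and 100% = median of positive control wells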
* = called active by the depositor; ? = inconclusive; / = no result given; [ ] = remark or other dose. Compounds as they come, and some 4% of all compounds hit somewhere here.

| nr | SMILES | DENV2 CPE | F508del corr | CASP6 VEID inh | SIRT5 inh |
| --- | --- | --- | --- | --- | --- |
| 1 | O=C(NCc1ccco1)c1ccc2ccccc2n1 | 7.0 | 0.8 | 4.5 | -0.7 |
| 2 | Cc1ccccc1-c1ccc([C@@H]2[C@@H](CO)N3C(=O)CN(C(=O)c4ccncc4)C[C@H]23)cc1 | 14.4 | -1.9 | 1.4 | -2.1 |
| 3 | Cc1nc(NC(=O)C(C)(C)C)sc1-c1csc(N)n1 | -14.2 | 0.3 | -0.5 | -0.2 |
| 4 | Cc1ccc(CN2CC(C(=O)N(CC(C)C)c3c(N)n(Cc4ccccc4)c(=O)[nH]c3=O)CC2=O)cc1 (stereo not given) | -2.3 | 1.2 | -4.6 | -7.9 |
| 5 | COc1ccc(N(CC(=O)Nc2cc(C)ccc2C)S(=O)(=O)c2c(C)[nH]c(=O)[nH]c2=O)cc1 | 1.9 | -1.2 | -0.4 | 1.1 |
| 6 | C[C@H](CO)N1C[C@H](C)[C@H](CN(C)C(=O)NC2CCCCC2)OCCCC[C@H](C)Oc2ccc(NC(=O)C3CCCCC3)cc2C1=O | 0.4 | -1.5 | 2.1 | 4.1 |
| 7 | O=C(CNS(=O)(=O)c1ccc([N+](=O)[O-])cc1)N/N=C/c1ccc(O)cc1O | 0.7 | 2.8 | -9.6 | -5.1 |
| 8 | CC(Sc1nnc(-c2ccncc2)n1C)C(=O)NCC(=O)Nc1ccc(F)c(F)c1F (stereo not given) | 8.0 | 1.7 | -5.4 | / |
| 9 | CC1(C)NC(=O)N(CCOc2ccc([N+](=O)[O-])cc2)C1=O | 0.1 | 1.7 | 1.4 | -1.1 |
| 10 | COC(=O)C1=C(C)N(Cc2ccc(C(F)(F)F)cc2)C(=NCc2ccccc2)NC1c1cccc(Cl)c1 (stereo not given) | -3.7 | 1.7 | 15.7 | / |
| 11 | COCCNC(=O)Cn1cnc2c(cnn2-c2ccc(OC)cc2)c1=O | 2.5 | 0.5 | / | -2.2 |
| 12 | O=C(NCCSCc1c(F)cccc1Cl)c1ccc(CN2CCOCC2)cc1 | -4.4 | 0.0 | -0.1 | -3.2 |

| nr | miR-122 sensor | ERAP1 HTS inh | ERp5 block |
| --- | --- | --- | --- |
| 1 | -3.6 | -0.6 | -2.8 |
| 2 | / | 3.7 | -2.6 |
| 3 | 1.4 | -0.3 | 5.8 |
| 4 | / | 3.0 | 4.5 |
| 5 | -2.4 | -2.0 | 2.9 |
| 6 | -2.2[16.7 µM] | -1.2 | 0.4 |
| 7 | -12.9 | 1.2 | 5.8 |
| 8 | -0.8 | -3.0 | 4.5 |
| 9 | 6.5 | 0.8 | -8.0 |
| 10 | / | -1.3 | 4.5 |
| 11 | / | -0.8 | 0.4 |
| 12 | -1.9 | -0.6 | 2.2 |

Down the list, as entered above:
ERAP1 HTS inh, entries 1 to 12, in order: -0.6, 3.7, -0.3, 3.0, -2.0, -1.2, 1.2, -3.0, 0.8, -1.3, -0.8, -0.6
CASP6 VEID inh, entries 1 to 12, in order: 4.5, 1.4, -0.5, -4.6, -0.4, 2.1, -9.6, -5.4, 1.4, 15.7, /, -0.1

(further entries)
| nr | SMILES | DENV2 CPE | F508del corr | CASP6 VEID inh | SIRT5 inh |
| --- | --- | --- | --- | --- | --- |
| 13 | O=C(C[C@@H]1C=C[C@H](NC(=O)c2ccc3c(c2)OCO3)[C@H](CO)O1)NC1Cc2ccccc2C1 | 0.8 | -1.8 | -1.1 | -0.5 |
| 14 | Cc1ccc(S(=O)(=O)Nc2cccnc2)c(C)c1C | 2.9 | -3.0 | 1.4 | 15.2* |
| 15 | CCCCCCCCCCCCCCCC[N+](C)(C)Cc1ccc(F)cc1 | -2.5 | / | -196.0 | 14.4 |
| 16 | O=S(=O)(NCC(c1cccnc1)N1CCOCC1)c1cccs1 (stereo not given) | / | / | 0.9 | / |
| 17 | COc1cc(/C=C(\C#N)C(=O)N2CCc3ccccc32)ccc1O | 15.8 | -0.6 | 3.8 | 1.7 |
| 18 | Cc1ccc(NC(=O)CSc2nc(=O)n(CCN3CCOCC3)c3c2CCCC3)cc1 | 6.4 | -1.7 | -1.6 | 1.2 |
| 19 | O=C(Cn1ncc(Cl)c(Cl)c1=O)N1CCOCC1 | 3.1 | ? | -0.9 | -3.4 |
| 20 | C=CCC(O)(CC=C)CNC(=O)C1CCC(=O)N(CCCc2ccccc2)C1 (stereo not given) | 5.5 | -4.6 | -3.0 | -4.4 |
| 21 | COC(=O)c1cc2c(C(F)(F)F)nn(C)c2s1 | -4.6 | 1.4 | 1.0 | / |
| 22 | COc1ccc(CNC(=O)COC(=O)c2ccccc2OCC(=O)Nc2ccc(SC(F)F)cc2)cc1 | -0.7 | 0.6 | -3.6 | -6.8 |
| 23 | COc1ccccc1CNC(=O)C[C@@H]1C=C[C@@H](NC(C)=O)[C@@H](CO)O1 | -3.5 | 0.4 | -1.4 | 2.7 |
| 24 | C=C(C1=CCN(S(=O)(=O)C(C)(C)C)[C@@H]1CCO)c1ccccc1 | 0.1 | 0.5 | 0.3 | -2.8 |

| nr | miR-122 sensor | ERAP1 HTS inh | ERp5 block |
| --- | --- | --- | --- |
| 13 | / | 0.2 | 9.0 |
| 14 | 17.6 | -0.2 | -6.2 |
| 15 | / | 95.9* | -16.4 |
| 16 | -6.2 | 1.3 | 1.0 |
| 17 | -1.6 | 2.0 | -4.4 |
| 18 | / | 0.3 | -1.0 |
| 19 | -11.4 | 0.5 | -0.3 |
| 20 | -1.6 | -2.2 | -1.7 |
| 21 | -1.2 | / | 2.5 |
| 22 | -1.4 | 0.6 | 0.3 |
| 23 | / | 2.3 | -2.1 |
| 24 | 2.7 | 1.3 | -1.6 |

Looked up above:
Result of O=C(C[C@@H]1C=C[C@H](NC(=O)c2ccc3c(c2)OCO3)[C@H](CO)O1)NC1Cc2ccccc2C1 in ERp5 block: 9.0
Result of Cc1ccccc1-c1ccc([C@@H]2[C@@H](CO)N3C(=O)CN(C(=O)c4ccncc4)C[C@H]23)cc1 in CASP6 VEID inh: 1.4
Result of COCCNC(=O)Cn1cnc2c(cnn2-c2ccc(OC)cc2)c1=O in SIRT5 inh: -2.2
Result of COC(=O)C1=C(C)N(Cc2ccc(C(F)(F)F)cc2)C(=NCc2ccccc2)NC1c1cccc(Cl)c1 (stereo not given) in F508del corr: 1.7
Result of O=C(CNS(=O)(=O)c1ccc([N+](=O)[O-])cc1)N/N=C/c1ccc(O)cc1O in CASP6 VEID inh: -9.6
Result of Cc1ccc(NC(=O)CSc2nc(=O)n(CCN3CCOCC3)c3c2CCCC3)cc1 in ERp5 block: -1.0

Some of the entries so far, with one line to a screen.
#17 COc1cc(/C=C(\C#N)C(=O)N2CCc3ccccc32)ccc1O
#18 Cc1ccc(NC(=O)CSc2nc(=O)n(CCN3CCOCC3)c3c2CCCC3)cc1
assay / compound | 17 | 18
DENV2 CPE | 15.8 | 6.4
F508del corr | -0.6 | -1.7
CASP6 VEID inh | 3.8 | -1.6
SIRT5 inh | 1.7 | 1.2
miR-122 sensor | -1.6 | /
ERAP1 HTS inh | 2.0 | 0.3
ERp5 block | -4.4 | -1.0

The list goes on.
| nr | SMILES | DENV2 CPE | F508del corr | CASP6 VEID inh | SIRT5 inh |
| --- | --- | --- | --- | --- | --- |
| 25 | Cc1ccc(NCc2ccc(O)c3ncccc23)cc1C | 11.9 | -0.6 | 6.5 | 2.3 |
| 26 | CC(C)(C)NC(=O)CN(C(=O)CSc1nnc(COc2ccccc2)o1)c1cccc(F)c1 | 0.5 | -1.9 | 0.9 | -1.4 |
| 27 | Cc1cc(=O)[nH]c(NN=C2CCCCC2C)n1 (stereo not given) | 10.6 | -2.8 | -4.0 | / |
| 28 | Cc1ccc(OCc2nnnn2-c2ccccc2)cc1 | 17.5 | -0.7 | -1.3 | / |
| 29 | O=C(Nc1ccccc1F)N1CCCCN2[C@H](CO)[C@@H](c3ccc(-c4cccnc4)cc3)[C@H]2C1 | 5.4 | 0.8 | 2.1 | -1.4 |
| 30 | Cc1ccc(S(=O)(=O)Nc2ccc(O)c3ncccc23)cc1 | 107.5* | 1.3 | 13.2 | / |
| 31 | COc1ccc(C[C@@H]2CCn3cc(nn3)COC[C@H](Cc3ccccc3)NC2=O)cc1 | 7.8 | / | 4.6 | 0.7 |
| 32 | O=C(c1ccc(-n2nc(C(F)(F)F)c3c2CCCC3)cc1)N1CCOCC1 | -8.8 | -0.7 | -2.3 | -1.8 |
| 33 | O=C(Nc1cc([N+](=O)[O-])ccc1C(=O)NCCN1CCOCC1)c1ccccc1 | -3.0 | 2.1 | 4.0 | 7.8 |
| 34 | NC(=O)Cc1ccc(Nc2nnc(-c3ccccc3)c3ccccc23)cc1 | 4.2 | 0.2 | 4.8 | 3.7 |
| 35 | C[C@@H](C(=O)NCc1ccc(S(C)(=O)=O)cc1)[C@H]1C[C@]1(C)[C@H](NC(=O)OCc1ccccc1)c1ccccc1 | 14.4 | -0.4 | 0.9 | / |
| 36 | Cc1cc(C)c2c(N)c(C(=O)N/N=C/c3cccnc3)sc2n1 | 2.7 | 0.4 | -1.2 | -2.7 |

| nr | miR-122 sensor | ERAP1 HTS inh | ERp5 block |
| --- | --- | --- | --- |
| 25 | -2.4 | -3.5 | -0.9 |
| 26 | / | -0.5 | -0.5 |
| 27 | -0.8 | -2.5 | -7.6 |
| 28 | / | -3.1 | -3.0 |
| 29 | 3.3[16.7 µM] | -2.5 | 0.3 |
| 30 | 4.6 | -1.2 | -2.2 |
| 31 | / | 0.6 | -1.5 |
| 32 | / | -0.8 | 4.6 |
| 33 | -9.1 | 3.3 | -5.2 |
| 34 | 0.9 | 0.2 | -4.5 |
| 35 | / | -5.2 | 0.7 |
| 36 | -12.6 | 2.2 | -0.4 |

SIRT5 inh: entries above that show a hit
| nr | SMILES | DENV2 CPE | F508del corr | CASP6 VEID inh | SIRT5 inh |
| --- | --- | --- | --- | --- | --- |
| 14 | Cc1ccc(S(=O)(=O)Nc2cccnc2)c(C)c1C | 2.9 | -3.0 | 1.4 | 15.2* |

| nr | miR-122 sensor | ERAP1 HTS inh | ERp5 block |
| --- | --- | --- | --- |
| 14 | 17.6 | -0.2 | -6.2 |

High-throughput results: PubChem, Broad Institute
